PolyA inhibitor – yeast polyadenylation inhibition. AID 1875. actives 0.02% (n = 300,000). calls only at 12 µM. S. cerevisiae SKY197-pL101 polyadenylation reporter, beta-gal luminescence; efflux-impaired pdr1/pdr3 knockout yeast; score 100 = 6 SD above DMSO;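 active means lowest replicate activity score at least 50, where 100 means six control SD above control mean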;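 further: yeast exposed to compound for 9 h at 30 °C; higher score means more reporter readthrough which indicates perturbed polyadenylation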
TRPC4 block – TRPC4 (mouse) channel inhibition | B-score at 10 µM | actives 0.39% (n = 300,000) | AID 2247 | HEK293 TRPC4beta/mu-opioid, DAMGO-evoked Fluo4 calcium flux; active compounds read low;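 active means B-score over 3 SD under the library average, no early fluorescence shift, positive overall ratio signal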
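Assay system: HEK293 cells with stable TRPC4beta plus mu-opioid receptor expression; Probe or stimulus: DAMGO in two steps, submaximal then maximal; Dosing: single-point compound dosing; Measured by: Fluo4 calcium-dye fluorescence, kinetic read; Read-out basis: B score from integrated Fluo4 fluorescence ratio.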
KCNQ1 block – blocks the human KCNQ1 potassium channel. CHO-K1 KCNQ1, FluxOR thallium flux fluorescence; active compounds read high. AID 2642. P51787. actives 1.3% (n = 310,000). B-score at 10 µM;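 active means compounds whose thallium flux B-score, printed positive for inhibition, exceeds three library SD while starting fluorescence stays within three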;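 further: channel opened by potassium depolarization with thallium stimulus after 20 min compound exposure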
KCNK3 inh – human KCNK3 channel inhibition, primary screen. CHO-KCNK3 thallium flux, FluxOR fluorescence; active compounds read low. B-score at 10 µM. actives 0.84% (n = 340,000);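 active means B-score under library mean minus 4 SD, starting fluorescence ratio at most library mean plus 5 SD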;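 further: more negative B-score means stronger inhibition of thallium flux through KCNK3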
Platelet DG rel – modulates dense granule release in human platelets; human platelet-rich plasma, SFLLRN dense granule ATP release, luminescence; inhibition, %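 (compounds screened at 7.5 µM in platelet-rich plasma)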; actives 0.22% (n = 300,000); AID 1663;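 active means mean replicate score, as percent of positive control, at or above 50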
TRPC4 agonist – activators of mouse TRPC4 channel. Q9QUQ5. HEK293 TRPC4beta/mu-opioid, Fluo4 calcium fluorescence; active compounds read high. B-score at 10 µM. actives 0.49% (n = 310,000). AID 2237;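 active means B-score above 5 SD of library B-scores, and initial fluorescence ratio not above library mean plus 5 SD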;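 further: positive B-score marks a calcium rise read as TRPC4 activation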
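System: HEK293 cells stably co-expressing mouse TRPC4beta and mu-opioid receptor; Schedule: Fluo4 dye loading 45 min at room temperature, 110 s recording; Detection: Fluo4 fluorescence, kinetic; Evaluation: B-scored integrated calcium fluorescence ratio; Controls: buffer (low) and maximal DAMGO (high).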
KCNK9 inh – blocks the human KCNK9 two-pore domain potassium channel. Q9NPC2. HEK293 KCNK9, FluxOR thallium flux fluorescence; active compounds read low. B-score at 10 µM. actives 1.2% (n = 310,000);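 active means ratio B-score over 3 SD below the library mean, with starting fluorescence within 5 SD of its mean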;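 further: negative B-score means less thallium flux so channel inhibition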
KCNQ1 act – potentiators or activators of human KCNQ1 potassium channel; actives 0.35% (n = 310,000); B-score at 10 µM; P51787; CHO-K1 KCNQ1, thallium flux FluxOR fluorescence; active compounds read high; AID 2648;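 active means fluorescence ratio B-score, a plate-corrected score, at least three library SD, with initial intensity B-score within 5 SD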
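Medium – assay buffer, equal DMSO in all wells · Material – CHO-K1 cell line with stable KCNQ1 potassium channel expression · Signal – kinetic FluxOR thallium fluorescence, 10-s 1-Hz baseline, 110-s post-stimulus read · Compound – single concentration per compound, DMSO matched to controls · Schedule – 37 °C overnight plating, 90-min dark dye load, 20-min compound pretreatment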
TRPC4 potent – TRPC4 (mouse) allosteric potentiation; HEK293 TRPC4beta/mu-opioid, DAMGO EC20, Fluo-4 Ca2+ flux; active compounds read high; actives 0.42% (n = 310,000); B-score at 10 µM; Q9QUQ5;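 active means B-score of calcium response area above 5 SD of library B-scores, with initial fluorescence ratio within 5 SD of library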;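 further: B-score of integrated fluorescence ratio over time as area under calcium response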
DYRK1A inh – Dyrk1A (rat) kinase inhibition. ADP-Glo luminescence, NFATc1 peptide. inhibition, % at 12.5 µM. actives 0.43% (n = 310,000). AID 504441; in the data active means inhibition above about 50%;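 further: plate controls were vehicle with enzyme for no effect and no enzyme for full effect; many of its hits are not listed in these tables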
hERG protect – shields human hERG channel from block by proarrhythmic agents. activation (rescue from dofetilide block), less the hit threshold, % at 10 µM. Q12809. AID 1511. CHO-hERG, FluxOR thallium flux, dofetilide IC70 present. actives 0.51% (n = 310,000);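 active means activation above the mean of controls blocked by dofetilide plus 5 SD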;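 further: thallium influx through hERG after potassium depolarization seen as dye fluorescence rise; in these data hits start at about 4.7%; inactives centre near -7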
Target sequence (Q12809 whole entry, looked up): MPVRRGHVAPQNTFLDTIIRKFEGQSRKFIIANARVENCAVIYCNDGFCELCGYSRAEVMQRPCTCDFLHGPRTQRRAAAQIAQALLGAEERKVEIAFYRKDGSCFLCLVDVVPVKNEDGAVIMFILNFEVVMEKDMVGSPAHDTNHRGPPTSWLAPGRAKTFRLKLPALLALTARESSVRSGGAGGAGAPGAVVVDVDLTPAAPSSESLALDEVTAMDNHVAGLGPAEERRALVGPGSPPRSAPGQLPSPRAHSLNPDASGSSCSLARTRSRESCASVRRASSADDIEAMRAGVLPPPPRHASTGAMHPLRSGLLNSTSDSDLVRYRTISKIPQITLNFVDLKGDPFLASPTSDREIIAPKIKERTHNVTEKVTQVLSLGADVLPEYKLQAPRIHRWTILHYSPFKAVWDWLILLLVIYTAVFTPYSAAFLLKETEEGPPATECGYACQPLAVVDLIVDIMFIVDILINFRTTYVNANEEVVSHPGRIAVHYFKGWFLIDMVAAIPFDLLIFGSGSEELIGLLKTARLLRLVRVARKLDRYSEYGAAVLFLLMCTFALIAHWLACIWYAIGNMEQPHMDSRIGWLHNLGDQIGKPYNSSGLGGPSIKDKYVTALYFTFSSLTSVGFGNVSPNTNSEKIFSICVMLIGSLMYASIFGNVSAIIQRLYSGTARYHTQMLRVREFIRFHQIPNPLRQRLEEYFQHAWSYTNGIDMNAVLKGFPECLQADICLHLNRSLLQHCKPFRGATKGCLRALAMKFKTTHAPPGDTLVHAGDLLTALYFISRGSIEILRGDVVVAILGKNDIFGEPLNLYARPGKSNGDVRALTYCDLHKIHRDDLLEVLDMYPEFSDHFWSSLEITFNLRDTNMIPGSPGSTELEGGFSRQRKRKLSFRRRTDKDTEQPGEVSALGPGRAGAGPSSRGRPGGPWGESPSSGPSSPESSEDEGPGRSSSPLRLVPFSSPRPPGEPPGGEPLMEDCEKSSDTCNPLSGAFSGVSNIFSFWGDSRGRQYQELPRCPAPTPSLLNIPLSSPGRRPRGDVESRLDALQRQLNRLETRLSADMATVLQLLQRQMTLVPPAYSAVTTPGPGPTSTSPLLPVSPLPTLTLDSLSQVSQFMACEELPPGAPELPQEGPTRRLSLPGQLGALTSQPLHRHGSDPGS
* marks the source's active call; other numbers are inactive results; i = inactive; · = not tested or not shown. The list is partial; the hit share may differ from the screen's.

SMILES	PolyA inhibitor	TRPC4 block	KCNQ1 block	KCNK3 inh	Platelet DG rel	TRPC4 agonist	KCNK9 inh	KCNQ1 act	TRPC4 potent	DYRK1A inh	hERG protect
CCn1c(Cc2ccccc2)nnc1SC(C)C(=O)NC1CC1 (centres undefined)	i	i	i	i	-9	i	i	i	i	-3	-9
Cc1ccc(NC(=S)N(CCCN2CCOCC2)Cc2cccs2)c(C)c1	i	i	i	i	8	i	i	i	i	-7	-11
O=C(Cc1ccccc1)N1CCC(C(=O)N2CCN(c3ccc(F)cc3)CC2)CC1	i	i	i	i	0	i	i	i	i	1	-6
Cc1ccc(C(=O)O)cc1S(=O)(=O)N1CCCC1	i	i	i	i	0	i	i	i	i	-5	-7
Cc1cc(=O)oc2cc(NC(=O)CCC(=O)O)ccc12	i	i	i	i	-8	i	i	i	i	-4	0
COC(=O)c1sc(N)c(C(=O)OC)c1CSc1nnnn1C	i	i	i	i	-2	i	i	i	i	-3	-11
Cc1cccc(C)c1NC(=O)C1NC(=O)CC1c1ccccc1 (centres undefined)	i	i	i	i	2	i	i	i	i	9	-3
CC(C)(C)c1nn2cnnc2n(/N=C/c2ccc(O)cc2)c1=O	i	i	i	i	-14	i	i	i	i	1	-9
CCN(CC)S(=O)(=O)c1cc(C)ccc1SC	i	i	i	i	18	i	i	i	i	-11	-7
CC1CCN(C(=O)c2ccc(NS(=O)(=O)c3cccs3)cc2)CC1	i	i	i	i	-5	i	i	i	i	-5	-6
Cc1cccc(-c2nc(CN3CCN(C(=O)C4CCCO4)CC3)cs2)c1 (centres undefined)	i	i	i	i	15	i	i	i	i	·	-9
O=S(=O)(Nc1ccccn1)c1cccs1	i	i	i	i	3	i	i	i	i	·	-3
O=C(NCc1cccc(C(F)(F)F)c1)C1CC(c2cccc(F)c2)=NO1 (centres undefined)	i	i	i	i	-7	i	i	i	i	1	-8
CCCc1ccc(C(=O)NC(=O)c2ccccc2O)cc1	i	i	i	i	-4	i	i	i	i	12	-8
C=CCn1c(SCC(=O)NC2CC2)nnc1-c1cccc(OC)c1	i	i	i	i	0	i	i	i	i	3	-6
Cc1cc(N(CN2CCCC2=O)C(=O)c2ccc(OC(C)C)cc2)no1	i	i	i	i	3	i	i	i	i	·	-13
COCCN(C(=O)CNC(=O)c1ccco1)C(C(=O)NC1CCCCC1)c1cccc(OC)c1 (centres undefined)	i	i	i	i	9	i	i	i	i	-2	-5
CC(C)CC(NC(=O)C(COCc1ccccc1)NC(=O)OC(C)(C)C)C(=O)NN (centres undefined)	i	i	i	i	7	i	i	i	i	-4	-1
CCC(C)(C)NC(=O)C(c1ccc(OC)cc1)N(CCOC)C(=O)CCC(=O)Nc1nccs1 (centres undefined)	i	i	i	i	1	i	i	i	i	-70	-12
Oc1ccc2ccc3[nH]cnc3c2c1	i	i	i	i	-2	i	i	i	i	80*	-2
C=CCn1c(O)c(N=NC(=O)CNC(=O)c2ccncc2)c2ccccc21	i	i	i	i	-5	i	i	i	i	·	-8
COc1ccc(C2(CNC(=O)/C=C\c3ccco3)CCCC2)cc1OC	i	i	i	i	-3	i	i	i	i	-1	-20
NC(N)=NS(=O)(=O)c1ccc(NC(=S)NC(=O)/C=C/c2ccccc2)cc1	i	i	i	i	-3	i	i	i	i	-3	-8
COC(=O)[C@@]1(Cc2ccccc2)[C@@H]2C(=CC(=O)[C@H]2CC(=O)C(=O)N(C)C)CN1C(=O)c1ccccc1	i	i	i	i	2	i	i	i	i	-8	-10
CCN1CCN(C(CNS(=O)(=O)c2ccc(C)cc2)c2ccccc2)CC1 (centres undefined)	i	i	i	i	-30	i	i	i	i	-5	-8

Later entries
SMILES	PolyA inhibitor	TRPC4 block	KCNQ1 block	KCNK3 inh	Platelet DG rel	TRPC4 agonist	KCNK9 inh	KCNQ1 act	TRPC4 potent	DYRK1A inh	hERG protect
Cc1ccc(C(=O)Oc2cccnc2)cc1[N+](=O)[O-]	i	i	i	i	2	i	i	i	i	2	-3
COc1ccc(Br)cc1C(=O)NC(=S)Nc1cc(-c2nc3ccccc3[nH]2)ccc1C	i	i	i	i	10	i	i	i	i	-2	-13
NC(=O)C1CCN(C(=O)/C(=C/c2ccccc2)NC(=O)c2ccccc2)CC1	i	i	i	i	2	i	i	i	i	3	0
CCCC1=C(C(=O)OCC)C(c2ccco2)C(C#N)=C(N)O1 (centres undefined)	i	i	i	i	0	i	i	i	i	·	-10
COc1cc2nc(CN3CCOCC3)n(CC(=O)NCC(F)(F)F)c(=O)c2cc1OC	i	i	i	i	-17	i	i	i	i	13	-13
CC1(C)CC(=O)C=C(NCc2ccncc2)C1	i	i	i	i	-5	i	i	i	i	4	-9
Cc1ccc(NC(=O)C2C3C=CC4(O3)C2C(=O)N(CCCN2CCOCC2)C4C(=O)NC2CCCCC2)cc1Cl (centres undefined)	i	i	i	i	3	i	i	i	i	10	-9
O=C(Nc1cc(=O)[nH]c(=O)[nH]1)c1cc(Cl)ccc1Cl	i	i	i	i	-1	i	i	i	i	2	-4
CCCC1=Nc2cc(C(=O)N3CCC(C(N)=O)CC3)ccc2Sc2ccccc21	i	i	i	i	12	i	i	i	i	3	-6
C=CCNCCCCOc1c(Cl)cc(C)cc1Br	i	i	i	i	-2	57*	i	i	i	1	-14
COCCSc1nnc(NC(=O)C2CC(=O)N(c3ccccc3)C2)s1 (centres undefined)	i	i	i	i	22	i	i	i	i	3	0
COc1ccccc1NC(=O)c1c(C)nn(-c2ccccc2)c1Cl	i	i	i	i	2	i	i	i	i	-6	-7
O=C(NCC1CCCO1)c1cccc(Oc2ccccc2)c1 (centres undefined)	i	i	i	i	-3	i	i	i	i	-2	-9
COc1ccc2c(C)c(C)c(=O)oc2c1OC	i	i	i	i	16	i	i	i	i	3	-11
O=C(O)c1ccc(-c2nc(-c3ccc(Cl)c(Cl)c3)cs2)cc1	i	i	i	i	-2	i	i	i	i	-39	-2
Clc1nc(NCCN2CCOCC2)nc(NCc2ccccc2)n1	i	i	i	i	15	i	i	i	i	-1	-8
CCOC(=O)C1CCN(C(=O)Nc2ccc(Cl)cc2)CC1	i	i	i	i	9	i	i	i	i	-8	-3
CCNC(=O)C(=O)Nc1cc2c3c(c1)CCC(=O)N3CCC2	i	i	i	i	5	i	i	i	i	20	-9
COc1cccc(C2c3[nH]c4ccccc4c3C[C@H]3C(=O)N(CCCOC(C)C)CC(=O)N23)c1 (some centres undefined)	i	i	i	i	-5	i	i	i	i	2	-2
O=C(NCCN1CCN(Cc2ccccc2)CC1)C1c2ccccc2C(=O)N2CCc3ccccc3C12 (centres undefined)	i	i	i	i	-1	i	i	i	i	-17	-4
O=C1C2CCCN2C(=O)N1CCCCN1CCN(c2ccccc2)CC1 (centres undefined)	i	i	i	i	2	i	i	i	i	-8	-4
CC(=O)C1=C(O)C(=O)N(CCCO)C1c1ccccc1 (centres undefined)	i	i	i	i	0	i	i	i	i	-1	-9
COc1ccc(CCN2C(=NC(C)=O)SC3CS(=O)(=O)CC32)cc1OC (centres undefined)	i	i	i	i	11	i	i	i	i	8	-5
CC1=C([N+](=O)[O-])C(c2cccc(Br)c2)C2=C(N1)c1ccccc1C2=O (centres undefined)	i	i	10*	i	4	i	-8.4*	i	i	-5	-11
CCOC(=O)c1nn(-c2ccccc2)c(=O)cc1OCC(=O)Nc1cc(C)ccc1C	i	i	i	i	15	i	i	i	i	2	-13

The last 2 entries of the section before come first, to join the parts.
SMILES	PolyA inhibitor	TRPC4 block	KCNQ1 block	KCNK3 inh	Platelet DG rel	TRPC4 agonist	KCNK9 inh	KCNQ1 act	TRPC4 potent	DYRK1A inh	hERG protect
CC1=C([N+](=O)[O-])C(c2cccc(Br)c2)C2=C(N1)c1ccccc1C2=O (centres undefined)	i	i	10*	i	4	i	-8.4*	i	i	-5	-11
CCOC(=O)c1nn(-c2ccccc2)c(=O)cc1OCC(=O)Nc1cc(C)ccc1C	i	i	i	i	15	i	i	i	i	2	-13
CCc1cc2c(=O)n(-c3ccccc3)cnc2s1	i	i	i	i	4	i	i	i	i	-11	1
COc1cccc(C2c3c(-c4ccccc4)n[nH]c3C(=O)N2c2ccc(C(=O)O)cc2)c1 (centres undefined)	i	i	i	i	-7	i	i	i	i	-1	-12
Cc1ccc(S(=O)(=O)NCC(=O)N2CCc3ccccc3C2)cc1	i	i	i	i	-1	i	i	i	i	·	-4
CS(=O)(=O)N(CC(=O)NC1CCCC1)Cc1ccc(F)cc1	i	i	i	i	2	i	i	i	i	1	2
O=C(/C=C/c1ccc2c(c1)OCO2)NCc1ccc(F)cc1	i	i	i	i	-18	i	i	i	i	13	-5
CCOC(=O)c1c(N2C(=O)C3C4C=CC(O4)C3C2=O)sc2c1CCCC2 (centres undefined)	i	i	i	i	5	i	i	i	i	2	-6
CC(C)n1cnnc1SCC(=O)NC(=O)c1ccccc1	i	i	i	i	2	i	i	i	i	-3	-17
Fc1ccc(COc2ccc(Br)cc2CNCc2ccncc2)cc1	i	i	i	i	2	i	i	i	i	4	-19
Cc1ccnc(NC(=O)c2ccc(COc3c(F)c(F)cc(F)c3F)o2)c1	i	i	i	i	-2	i	i	i	i	13	-10
CN(C)c1cccc2c1c(NC(=O)c1ccc(Cl)cc1)nn2C	i	i	i	i	-6	i	i	i	i	2	-5
COc1ccc(CN(C)Cc2cc(=O)n3ccsc3n2)c(OC)c1OC	i	i	i	i	3	i	i	i	i	-13	-7
NC(=O)C1CCN(C(=O)Cc2ccc(-c3ccccc3)cc2)CC1	i	i	i	i	-2	i	i	i	i	1	-5
CN(C)N1C(N)=C(C#N)C(c2ccccc2Cl)C2=C1CCCC2=O (centres undefined)	i	i	i	i	5	i	i	i	i	-1	-2

Entries of single compounds as entered above.
Shown for `Cc1ccc(S(=O)(=O)NCC(=O)N2CCc3ccccc3C2)cc1` → PolyA inhibitor: i; TRPC4 block: i; KCNQ1 block: i; KCNK3 inh: i; Platelet DG rel: -1; TRPC4 agonist: i; KCNK9 inh: i; KCNQ1 act: i; TRPC4 potent: i; DYRK1A inh: ·; hERG protect: -4
Shown for `COc1ccc(CN(C)Cc2cc(=O)n3ccsc3n2)c(OC)c1OC` → PolyA inhibitor: i; TRPC4 block: i; KCNQ1 block: i; KCNK3 inh: i; Platelet DG rel: 3; TRPC4 agonist: i; KCNK9 inh: i; KCNQ1 act: i; TRPC4 potent: i; DYRK1A inh: -13; hERG protect: -7
